# Compound activity deposited in PubChem BioAssay by National Center for Advancing Translational Sciences (NCATS).
# Sm TGR block = inhibitors of Schistosoma mansoni thioredoxin glutathione reductase; Potency, µM (series often up to 114 µM), without a hit: at the highest dose activity change, negative = inhibition, hits mostly inhibitors; purified TGR, DTNB reduction, TNB absorbance 405 nm; 360,000 tested, 3% active; Q962Y6; note: potency is the fitted concentration of half-maximal effect; nearly all actives have a fitted effect of over 60% in size
#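 Kinetic colorimetric format: TGR-catalysed, NADPH-driven DTNB reduction monitored via TNB absorbance. Enzyme dispensed at 20 nM; compound exposure 15 min at room temperature before reaction start.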
# Giardia FBPA inh = Giardia lamblia aldolase inhibition | A8B2U2 | 290,000 tested, 0.71% active | Potency, µM (doses to about 59.6 µM), without a hit: at the highest dose activity, negative = inhibition, most hits filed as inhibitors | purified Giardia FBPA; note: potency is the fitted concentration of half-maximal effect; nearly all actives have a fitted effect of over 55% in size
# Target sequence (A8B2U2 whole entry, looked up): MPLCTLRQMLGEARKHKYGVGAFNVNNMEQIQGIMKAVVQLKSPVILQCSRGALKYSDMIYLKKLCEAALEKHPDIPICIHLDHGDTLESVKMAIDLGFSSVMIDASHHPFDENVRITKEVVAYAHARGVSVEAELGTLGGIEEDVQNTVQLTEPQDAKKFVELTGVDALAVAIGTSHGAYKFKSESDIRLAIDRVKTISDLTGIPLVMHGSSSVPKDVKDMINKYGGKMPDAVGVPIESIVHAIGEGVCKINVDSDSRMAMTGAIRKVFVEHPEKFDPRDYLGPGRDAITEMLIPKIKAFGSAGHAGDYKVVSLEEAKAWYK
#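 40 nM FBPA preincubated 10 min at RT with compound (up to 57.5 uM final), then substrate plus GAPDH/TPI/NAD/arsenate coupling and diaphorase/resazurin added. Fluorescence read after 20 min at RT, 525/598 nm.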
# AmpC inh no detg = AmpC beta-lactamase inhibition without detergent; P00811; AmpC nitrocefin hydrolysis, absorbance 480 nm, 0.0001% Triton; Potency, µM (titrated, usually from 57.1 µM), inactives show at the highest dose activity change, negative = inhibition, actives largely listed as inhibitors; 330,000 tested, 0.52% active;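 note: potency is the fitted concentration of half-maximal effect; plate controls were no compound for no effect and no enzyme for full effect; nearly all actives have a fitted effect of over 20% in size; some results filed as inactive show a strong effect at the top dose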
# Target sequence (P00811 whole entry, looked up): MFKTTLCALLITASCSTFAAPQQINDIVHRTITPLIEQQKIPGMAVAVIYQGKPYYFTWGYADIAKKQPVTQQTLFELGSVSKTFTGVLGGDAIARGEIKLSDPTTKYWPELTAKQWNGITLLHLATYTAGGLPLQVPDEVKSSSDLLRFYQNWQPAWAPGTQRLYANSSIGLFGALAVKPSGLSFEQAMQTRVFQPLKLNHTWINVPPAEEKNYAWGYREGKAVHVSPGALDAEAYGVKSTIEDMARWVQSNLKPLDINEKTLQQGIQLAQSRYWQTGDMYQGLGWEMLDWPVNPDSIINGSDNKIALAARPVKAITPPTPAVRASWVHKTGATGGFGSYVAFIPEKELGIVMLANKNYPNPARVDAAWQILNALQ
#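 20 mM phosphate pH 7.0 + 0.01% (detergent screen) or 0.0001% Triton X-100; 5.3 nM AmpC reagent; cpd preinc 15 min RT; nitrocefin (800 uM stock) to start; A480 q20 s × 4 min; Activity was normalised to no-enzyme and no-compound control wells.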
# AMA1-RON2 inh = disrupts binding of P. falciparum AMA1 to RON2. AlphaScreen AMA1-biotinylated RON2 peptide binding. Potency, µM (titrated, usually from 58.2 µM), inactives show at the top dose activity change, negative = inhibition, hits mostly inhibitors. 360,000 tested, 0.2% active. AID 720542;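 note: potency is the fitted concentration of half-maximal effect; 0% = vehicle wells and -100% = peptide control; nearly all actives have a fitted effect of over 45% in size; some results filed as inactive show a strong effect at the top dose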
#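 AMA1 (3D7) with his tag at 25 nM final met compounds first, then biotinylated RON2 peptide at 25 nM; detection used donor plus acceptor beads, 10 µg/mL apiece, read by AlphaScreen after 30 min at room temperature.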
# AmpC detergent = blocks E. coli AmpC beta-lactamase in detergent assay; P00811; AmpC hydrolysis of nitrocefin, absorbance 480 nm, 0.01% Triton; Potency, µM (highest dose often 114 µM), without a hit: at the highest dose activity change, negative = inhibition, hits mostly inhibitors; 370,000 tested, 0.041% active; AID 485294;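 note: potency is the fitted concentration of half-maximal effect; 0% = no-compound wells and -100% = no-enzyme wells; nearly all actives have a fitted effect of over 25% in size; some results filed as inactive show a strong effect at the top dose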
#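 20 mM phosphate pH 7.0 + 0.01% (detergent screen) or 0.0001% Triton X-100; 5.3 nM AmpC reagent; cpd preinc 15 min RT; nitrocefin (800 uM stock) to start; A480 q20 s × 4 min; Activity was normalised to no-enzyme and no-compound control wells.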
# HCMV antiviral = human cytomegalovirus inhibition. HFF cells, HCMV-luciferase reporter, 72 h; stronger effect = lower value. activity change, negative = inhibition, % at 57.5 µM. AID 1259415. 410,000 tested, 4.5% active; in the data active = activity change below about -60%; inconclusive = no clear call, values can overlap the other calls; inactive = above about -39%
#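 HFF cells seeded 16 h at 37C, treated with compounds, infected with luciferase-reporter HCMV at MOI 1 PFU/cell; luciferase read at 72 h post infection, normalized to buffer-only and Salinomycin controls.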
# * = called active by the depositor; ? = inconclusive; / = not tested or not shown; & = joins results of further samples; [ ] = dose if it differs, or a comment. Unless noted, calls come from the whole dose curve; as a rule, active = well fitted curve in the direction sought with a large enough effect; inconclusive = small, poorly fitted or top-dose-only effect, or another doubt; inactive = no such curve, though single readings can be large; an effect the other way counts as inactive or inconclusive. Unless noted, % is set by controls: 0 for no effect and ±100 for the full control effect.
SMILES	Sm TGR block	Giardia FBPA inh	AmpC inh no detg	AMA1-RON2 inh	AmpC detergent	HCMV antiviral
CC(=O)/C(=N/Nc1ccc(Br)cc1)N1CCCc2ccccc21	0%	-1%	-25%	?	2%	-25
COc1ccccc1CNC(=O)C(=O)NCC(c1ccco1)N1CCOCC1 (stereo unspecified)	-5%	3%	73%[activator]	8%	-6%	31
COc1ccc(S(=O)(=O)N2CCC(C(=O)N3CCCCC3)CC2)cc1OC	11%	4%	-3%	21%	1%	30
O=C(Nc1c(Cl)cccc1Cl)C1CCN(C(=O)c2cccs2)CC1	-13%	6%	-4%	-4%	2%	15
c1ccc2c(c1)nc(Nc1ccc3c(c1)OCO3)c1nnnn12	0%	-4%	-18%	12%	1%	-78*
CCCn1c(NC(=O)c2ccccc2Br)nc2ccccc21	-2%	-5%	-16%	49%[activator]	-12%	-37
COc1cccc(N2C(=O)CSC23C(=O)N(Cc2ccccc2)c2ccccc23)c1 (stereo unspecified)	-11%	/	/	/	18%	-14
CC1(c2ccc(Cl)c(Cl)c2)NC(=S)N2C1NC(=S)N2c1ccccc1 (stereo unspecified)	6%	12%	-37%	54%[activator]	-2%	0
Cc1cc2ccc3ccccc3c2cc1CN(C)C	-5%	-28%	2%	?	-7%	17
O=[N+]([O-])c1cc(F)c(N2CCCC2)cc1N1CCNCC1	-25%	5%	-17%	/	4%	/
COc1ccccc1N(CC(=O)NC1CCCCC1)C(=O)c1cnn(C(C)C)c1	-2%	4%	19%	9%	-7%	36
COC(=O)c1ccsc1NC(=O)CN1C(=O)CCC1=O	0%	5%	-14%	11%	-10%	29
O=C(C1CCCN(Cc2cccnc2)C1)N1CCCCC1 (stereo unspecified)	5%	?	2%	-7%	0%	-1
COc1ccc(S(=O)(=O)N2CCN(C3CC4CCC3C4)CC2)cc1 (stereo unspecified)	0%	-23%	-13%	-15%	-7%	18
CC(=O)c1sc(NC(=O)CCCOc2ccc(Cl)cc2)nc1C	-2%	3%	-30%	-29%	-1%	-18
Cc1cc(C)c2nc(N3CCC(C(=O)NCCCN4CCCCC4)CC3)sc2c1	-1%	2%	96%[activator]	-8%	?	-103*
CCCCC(=O)NCc1ccccc1Cl	/	17%	-14%	14%	5%	-6
O=C(NCCc1ccccc1)c1ncn[nH]1	5%	-27%	-16%	3%	1%	-12
COc1ccc(S(=O)(=O)Nc2c3ccccc3nc(=O)n2-c2ccccc2)cc1	-24%	1%	-12%	9%	-6%	1
COc1ccc(N/C(N)=N/c2nc(CSc3ccc(C)cc3)cc(=O)[nH]2)cc1	5%	4%	-28%	9%	-2%	-7
CCCC[C@@H]1CNC(=S)N1CC1CCCCC1	10%	10%	-21%	-5%	-7%	-19
CCCCNc1c(-c2cccc(SC(C)CC)c2)nc2ccc(Cl)cn12 (stereo unspecified)	/	/	-14%	30%&-3%[activator]	/	9&8
COc1cccc2c1OC1(C)CC2/C(=C(\C)O)C(=O)N1 (stereo unspecified)	-6%	0%	-10%	8%	-6%	31
Cc1nnc(SC(C)C(=O)Nc2ccc(Cl)cn2)n1Cc1ccccc1 (stereo unspecified)	1%	5%	52%	-14%	-10%	-33
CCNC(=O)CSc1nnc(-c2cccs2)o1	3%	2%	-21%	27%	-13%	?
CCN(CC)c1nc(C(F)(F)F)nc2c1nnn2Cc1ccccc1	-22%	-7%	-6%	16%	?	-3
COc1cccc(/C=C/C(=O)OCC(=O)c2ccc(S(=O)(=O)N3CCCCC3)cc2)c1OC	-2%	/	-42%	-5%	?	-24
CC(=O)c1cccc(-n2c(=O)c3c4c(sc3n(Cc3cccc(C)c3)c2=O)CN(C(C)=O)CC4)c1	-2%	/	/	/	23%	0
Cc1ccc2nc(-c3ccc(NC(=O)CSc4nccc(=O)[nH]4)cc3)sc2c1	/	6%	-20%	0%	0%	27
Cc1ccc(C)c(S(=O)(=O)N2CCN(C(=O)CCNS(=O)(=O)c3ccc(C)c(C)c3)CC2)c1	-5%	/	54%	-7%	0%	-30
CCOc1ccc(-c2c(C(=O)N/N=C/c3ccc(C)cc3)nnn2-c2nonc2N)cc1	1%	4%	-43%	1%	-3%	?
Cc1ccc(SCc2cc(=O)n3ccsc3n2)c(C)c1	1%	-7%	-15%	/	-2%	/
CCN(C(=O)c1sc2nc3n(c(=O)c2c1C)CCCCC3)c1ccccc1F	?	/	/	/	-1%	3
COc1ccccc1NC(=O)COC(=O)CN1C(=O)C(=O)c2ccccc21	-13%	-22%	-13%	28%	-5%	-2
CCN(CC)C(=O)Oc1ccc(NC(C)=O)cc1	-1%	11%	-35%	-3%	-6%	-35
O=C(CSc1nc(NS(=O)(=O)c2ccccc2)cc(=O)[nH]1)Nc1ccccc1Cl	-5%	-14%	-33%	-7%	?	-17
CCCC[C@@H]1CNC(=S)N1CCc1cccc2ccccc12	6%	-5%	-47%	2%	1%	-21
CCN(CC)CCN(Cc1cc2cc3c(cc2[nH]c1=O)OCO3)C(=S)NCCOC	-1%	15%	-11%	1%	-14%	9
CCCC(=O)Oc1c(Sc2ccc(Cl)cc2)c(C)nn1-c1ccccc1	3%	/	/	/	-3%	27
Cc1cccc(CSc2nnc([C@@H]3CCCN3)o2)c1	9%	-2%	-5%	38%[activator]	-2%	33
Cn1c(N)c(C(=O)COC(=O)C2CCCN2C(=O)c2cccs2)c(=O)n(C)c1=O (stereo unspecified)	-7%	12%	-17%	9%	-8%	-26
COc1ccc(CC(=O)NNC(=S)Nc2ccccc2)cc1Cl	16%	8%	-22%	55%[activator]	17%	-70*
COc1ccc2[nH]c3c(c2c1)CCN1C(=O)C(CC(=O)NCCCN(C)C)C[C@H](C(=O)N2CCOCC2)[C@@]31CCC1CCCC1 (stereo partly specified)	/	/	256%[activator]	-2%	/	-17
Cc1ccc(NC(=O)CCNC(=O)N2C[C@H]3C[C@@H](C2)c2cccc(=O)n2C3)c(C)c1	-2%	-1%	-22%	1%	?	13
CCc1ccc(NC(=O)c2ccccc2NC(=O)C2CCCO2)cc1 (stereo unspecified)	1%	-16%	-10%	39%[activator]	-6%	58
Cc1nc(SCC(=O)Nc2cccnc2Cl)nc(C)c1C	-1%	3%	-20%	-1%	0%	35
COc1cccc(C(=O)NCC(=O)N/N=C/c2cccc(OC(=O)c3ccc([N+](=O)[O-])cc3)c2)c1	3%	3%	-24%	-6%	-9%	-29
COc1cccc(CN(C)C(=O)CSCC(=O)Nc2cc(C)on2)c1OC	10%	/	-14%	30%	-13%	6
O=c1[nH]c(=O)n(-c2ccc(F)cc2)c(O)c1/C=C1\C=Nc2ccccc21	?	3%	-6%	34%[activator]	5%	?
O=C(Cn1nc(-c2ccc(Cl)cc2)c2ccccc2c1=O)Nc1cccc(C(F)(F)F)c1	2%	/	/	/	-5%	-9

# The listing continues:
SMILES	Sm TGR block	Giardia FBPA inh	AmpC inh no detg	AMA1-RON2 inh	AmpC detergent	HCMV antiviral
COc1ccc(Br)cc1/C=c1\sc2nc(-c3ccco3)nn2c1=O	13µM*	-5%	-47%	-9%	-8%	-25
CCc1ccccc1NC(=O)c1ccc2nc(N3CCOCC3)sc2c1	-3%	2%	-2%	5%	-3%	1
C=C1C[C@H](O[C@@H]2O[C@H](CO)[C@@H](O)[C@H](O)[C@H]2O)[C@@H]2[C@H](OC(=O)[C@H]2C)[C@H]2[C@H](C)[C@H](O)C[C@@H]12	/	/	-16%	-2%	/	7
CCOC(=O)C(Cc1ccccc1)c1ccnc2ncnn12 (stereo unspecified)	-11%	1%	3%[2.29 µM]	-2%	-10%	15
CC(=O)N/C(=C\c1ccc(C)o1)C(=O)NCc1ccccc1	?	-11%	-15%	7%	?	76
Clc1ccccc1N/N=C/c1ccc2c(c1)OCO2	0%	1%	-38%	?	?	-12
COc1ccc([C@]23Cc4cc(OC)c(OC)cc4C(O2)C2=C(CC4(CCCCC4)OC2=O)O3)cc1	?	8%[12.9 µM]	-8%[11.4 µM]	/	-8%[22.9 µM]	/
Cc1cc(N/N=C/c2ccc(F)cc2)nc(NCc2ccccc2)n1	-22%	0%	-35%	-18%	-11%	5
COc1ccc(OC)c(CNC(=O)c2cc3ccc4cccnc4c3[nH]2)c1	30%	/	/	/	12%	-7
COC(=O)C(NC(=O)CCC(=O)NC(C(=O)OC)c1ccccc1)c1ccccc1 (stereo unspecified)	-13%	4%	4%	-4%	-1%	-26
CC(OC(=O)CCC(=O)c1cccs1)C(=O)Nc1ccccc1[N+](=O)[O-] (stereo unspecified)	-4%	8%	5%	-14%	3%	-33
Cc1ccc(S(=O)(=O)[N-]c2nc3ccccc3nc2-n2cc[n+](Cc3ccccc3)c2)cc1	-36%	?	50%	8%	6%	128
COc1cc(C(=O)Nc2cc(C)ccc2C)ccc1OCc1c(C)noc1C	/	/	0%	16%	/	-14
O=C(CSc1cn[nH]n1)Nc1ccc(O)c(C(=O)O)c1	-19%	/	-14%	-8%	3%	-18
COc1ccc(N2CCN(C(=O)CS(=O)(=O)c3cccc4nsnc34)CC2)cc1	50µM*	/	/	/	-7%	0
CC(=O)N1CCc2c(sc3c2c(=O)n(-c2ccccc2Cl)c(=O)n3C)C1	7%	/	/	/	11%	25
CCOC(=O)c1c(C)nc(-c2ccccc2)nc1N	4%	-16%	-24%	30%	?	344
Cc1nc(/C=C\C(=O)O)c2cc(C)oc2n1	3%	0%	-20%	-7%	6%	?
Cc1cc2cc(CCNC(=O)c3ccc(C)c([N+](=O)[O-])c3)c(=O)[nH]c2cc1C	-4%	18%	31%	31%[activator]	-21%	35
CN1C=C(C(F)(F)F)C=C/C1=C(\C#N)c1nnc2n1CCCCC2	3%	-7%	-16%	-16%	?	47
CCOC(=O)c1nnn(CC(=O)N2N=C(c3ccccc3)CC2c2ccccc2)c1C(=O)OCC (stereo unspecified)	-1%	2%	43%	0%	-14%	18
C=CCSc1nnc(-c2cnn(-c3ccccc3)c2-n2cccc2)n1C	-9%	1%	18%	?	2%	-18
CS(=O)(=O)Nc1ccc([N+](=O)[O-])cc1Oc1ccccc1	-9%	?	-19%	-16%	?	35

# Some of these compounds in order of SMILES length, rising.
SMILES	Sm TGR block	Giardia FBPA inh	AmpC inh no detg	AMA1-RON2 inh	AmpC detergent	HCMV antiviral
Clc1ccccc1N/N=C/c1ccc2c(c1)OCO2	0%	1%	-38%	?	?	-12
CC(=O)N/C(=C\c1ccc(C)o1)C(=O)NCc1ccccc1	?	-11%	-15%	7%	?	76
Cc1ccc(S(=O)(=O)[N-]c2nc3ccccc3nc2-n2cc[n+](Cc3ccccc3)c2)cc1	-36%	?	50%	8%	6%	128
